Source: PubChem (several laboratories)
TWEAK-Fn14 inh: TWEAK-Fn14 signaling inhibition. AID 1159606. TWEAK-stimulated Fn14 reporter cells, luciferase luminescence, 8 h. actives 2% (n = 360,000). inhibition, % at 10 µM; in the data active means inhibition above about 50%
Shn3 3UTR inh: inhibitors of Schnurri-3 3'UTR reporter in osteoblasts; Clone20 osteoblast Shn3 3'UTR firefly luciferase, 24 h; inhibition, % at 12.5 µM; actives 0.52% (n = 360,000);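 active means mean inhibition of at least 75% with every replicate also reaching 75%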;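 further: 0% = median of neutral control wells and 100% = pilot-screen positive control compound; some compounds past the cut are filed as inactive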
NR2E3 ag-1: activates human photoreceptor nuclear receptor NR2E3 | GST-NR2E3/biotin-RetCOR TR-FRET, 1536-well | inhibition of corepressor binding, % at 4.78 µM | actives 0.12% (n = 320,000) | AID 2300;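 active means percent inhibition above the cutoff of mean plus 3 SD of all tested compounds, set per screening campaign, cut at about 20% in these data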;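 further: 0% = DMSO wells and 100% = biotin wells as full block of FRET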
Target sequence (Q9Y5X4 whole entry, looked up): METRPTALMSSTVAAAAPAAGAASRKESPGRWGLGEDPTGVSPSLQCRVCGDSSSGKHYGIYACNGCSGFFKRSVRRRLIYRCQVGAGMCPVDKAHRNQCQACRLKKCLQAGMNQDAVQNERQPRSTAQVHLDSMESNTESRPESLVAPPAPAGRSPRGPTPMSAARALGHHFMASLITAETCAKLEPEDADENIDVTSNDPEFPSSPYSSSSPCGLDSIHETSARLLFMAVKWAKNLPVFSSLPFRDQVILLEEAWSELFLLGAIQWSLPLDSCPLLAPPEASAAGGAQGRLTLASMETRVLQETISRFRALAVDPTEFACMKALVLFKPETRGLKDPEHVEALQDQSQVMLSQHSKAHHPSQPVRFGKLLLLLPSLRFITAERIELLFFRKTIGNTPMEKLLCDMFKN
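Material: NR2E3–RetCOR corepressor complex / Incubation: Compound–protein incubation for 5 h at 4 °C / Dosing: compound at 4.8 µM, single dose / Detection: time-resolved FRET / Benchmarks: high control biotin, low control 0.6% DMSO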
Peg3 promoter: Peg3 promoter activity inhibition. HeLa PEG-Prom luciferase reporter, luminescence, overnight. inhibition, % at 20 µM. actives 1.7% (n = 360,000). AID 588405;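 active means inhibition of at least 50% at 20 µM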
NR2E3 ag-2: activates human NR2E3 receptor. CHO-S Gal4-NCOR/VP16-NR2E3 two-hybrid, luciferase. AID 602229. actives 0.35% (n = 360,000). inhibition of corepressor binding, % at 3.98 µM;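 active means inhibition above the mean of all tested compounds plus 3 SD, cut at about 70% in these data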;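 further: 0% = DMSO with NR2E3 transfected cells and 100% = cells lacking NR2E3 construct; higher means lower luciferase signal from less NR2E3 corepressor binding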
iPSC survival up: enhancers of human iPSC single-cell survival; survival enhancement, % at 20 µM; hiPSC single-cell survival, ATPlite luminescence; 100% = ROCK inhibitor wells, 0% = DMSO; actives 0.044% (n = 360,000); in the data active means survival enhancement above about 18%;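 further: cells exposed to compounds for 16 hours before the ATP read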
CF NFkB block: cystic fibrosis NF-kB activation inhibition | KKLEB NF-kB-GFP reporter, PAF-induced, GFP fluorescence overnight | inhibition, % at 5 µM | actives 0.86% (n = 360,000) | AID 588850;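 active means at least 50% inhibition at 5 µM, scaled per plate between neutral and stimulator controls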;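 further: PAF is a Pseudomonas aeruginosa culture filtrate used as stimulus; plate controls were PAF-stimulated DMSO wells for no effect and unstimulated DMSO wells for full effect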
HIF-2a block: HIF-2a inhibition; 786-0 RCC cells HIF-2a reporter, luciferase luminescence, overnight; inhibition, % at 18.8 µM; actives 0.72% (n = 360,000); AID 624352;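 active means inhibition of the luminescence signal of 40% or more relative to plate controls, in a single-dose primary screen at 18.75 µM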
TRPM1 prom inh: MITF TRPM1 promoter inhibition in SK-MEL-5 cells. SK-MEL-5 TRPM1 promoter luciferase, 24 h. inhibition, % at 12.5 µM. actives 0.83% (n = 330,000). AID 488899;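 active means mean inhibition across replicates of 60% or more, whatever share of single replicates reaches that level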; further: values of inactives mirror those of a sister screen read the other way
aDG glyco up: alpha-DG glycosylation activation; actives 0.22% (n = 360,000); activation, % at 10 µM; Pro5-aDG cells, alpha-DG glycosylation AlphaScreen (IIH6); 0% Pro5, 100% B10-LARGE cell signal; AID 624168;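 active means activation of at least 8% versus controls, or a plate z-score of at least 8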;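 further: Pro5 are CHO cells carrying HIG-tagged alpha-DG that lacks glycosylation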
KKLEB cytotox: counter-screen for CF NF-kB inhibitors: cytotoxicity; activity change (cytotoxicity), % at 5 µM; AID 602141; actives 0.36% (n = 360,000); KKLEB CF airway cells viability, ATPlite luminescence, overnight; stronger effect = lower value; cells stimulated with P. aeruginosa culture filtrate;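 active means corrected activity change at or below -50% at 5 µM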
An asterisk follows results filed as active; / = not tested or not shown.

SMILES | TWEAK-Fn14 inh | Shn3 3UTR inh | NR2E3 ag-1 | Peg3 promoter | NR2E3 ag-2 | iPSC survival up | CF NFkB block | HIF-2a block | TRPM1 prom inh | aDG glyco up | KKLEB cytotox
O=C1CCC(C(=O)Nc2cccc(C(F)(F)F)c2)N1 (stereo not given) | 10 | -6 | 2 | 3 | 0 | -0.2 | -2 | 8 | 12 | 0.1 | 3
CCOc1ccccc1N(CC(=O)Nc1ccccc1F)S(=O)(=O)c1ccccc1 | 3 | 7 | -1 | 38 | 7 | -0.5 | 23 | 22 | 1 | 0.0 | 19
Cc1cccc(NC(=O)C(Cc2ccccc2)n2cccc2)c1 (stereo not given) | 9 | -16 | 2 | 9 | -2 | -0.8 | -10 | 9 | 11 | -0.1 | 15
COc1ccccc1C(=O)COC(=O)c1nc2nc(C)cc(C)n2n1 | 1 | -20 | 1 | 13 | 4 | -0.1 | 8 | 8 | 8 | -0.2 | -3
COC(=O)c1ccc(NCN2C(=O)C3C4CCC(C4)C3C2=O)cc1 (stereo not given) | 22 | 63 | 1 | 5 | -29 | -2.2 | 12 | 4 | 8 | -0.2 | -11
COc1ccc(S(=O)(=O)N(CCc2ccccc2)CC(=O)O)cc1Cl | -23 | 5 | 2 | 2 | 11 | -0.2 | 10 | -5 | 0 | -0.1 | 7
CO[C@@H]1O[C@@H]2COC(c3ccccc3)O[C@@H]2[C@@H](OC)[C@@H]1O (stereo not given in full) | -9 | 2 | -3 | 2 | 9 | 3.3 | -4 | 9 | 6 | 0.0 | -3
CC(C)(C)n1nc2c(c1NC(=O)c1ccccc1)CS(=O)(=O)C2 | 14 | -7 | 1 | 4 | 6 | -0.7 | 4 | 22 | -8 | 0.0 | -8
COc1ccc(-n2c(SCCNCCO)nc3sc4c(c3c2=O)CCCC4)cc1 | 2 | 4 | 1 | 21 | -16 | -0.4 | -2 | 4 | 11 | 0.2 | -8
CC(=O)Nc1ccc2c(c1)nc(CCN1CCN(C)CC1)n2C | -2 | -5 | 2 | 7 | -2 | -1.7 | 5 | 2 | 8 | 2.4 | -1
COc1ccc(/C=C/C(=O)N(C)C2CCS(=O)(=O)C2)cc1OC (stereo not given) | -1 | -2 | -2 | 1 | 14 | -1.1 | -2 | 6 | -9 | -0.2 | -4
CCc1nc2ccc(C(=O)N(C)CCCN(C)C)cn2c1N(C)C(=O)C1CCCCC1 | 1 | -11 | / | 8 | -10 | -1.4 | 16 | 1 | / | -0.1 | 4
CCCCCCc1nc(C(N)=O)c2[nH]c(=O)n(-c3ccc(OC)cc3OC)c2n1 | -27 | -1 | 4 | 22 | 4 | -0.3 | -2 | 16 | 1 | 0.0 | 18
CC(=O)C1C(=O)c2c(cccc2[N+](=O)[O-])C1=Nc1cccc(Cl)c1 (stereo not given) | -2 | -32 | -1 | -128 | -6 | 0.5 | 0 | -246 | -28 | 0.2 | 11
COCOCCn1cc(CN2CCS(=O)(=O)N(Cc3ccc(-c4ccc(F)nc4)cc3)C(C)C2=O)nn1 (stereo not given) | 6 | -25 | / | 9 | 17 | 4.2 | -17 | 6 | / | 0.1 | 4
CCOC(=O)C(=O)N/N=C/c1ccco1 | 8 | -92 | 3 | 12 | 1 | -0.6 | 10 | 11 | 0 | 0.3 | 2
O=C(COC(=O)/C=C/c1ccc(OC(F)F)cc1)NC(=O)NC1CCCCC1 | 8 | -15 | / | 2 | 7 | -2.4 | 6 | 4 | -8 | 0.0 | 6
COc1cc2c(cc1NC(=O)COC(=O)C1CC(=O)N(Cc3ccco3)C1)oc1ccccc12 (stereo not given) | -29 | -68 | -3 | -145 | -1 | -2.2 | -18 | -104 | -16 | 0.0 | 5
Cc1ccc2cc(CN(C(=O)c3ccco3)c3ccccc3C)c(=O)[nH]c2c1 | 16 | -8 | 1 | -13 | -25 | 4.6 | 10 | -21 | 9 | -0.1 | 1
CC(C)(C)OC(=O)NCc1n[nH]c(=S)n1C1CC1 | 9 | 0 | -2 | -3 | -2 | -0.8 | 3 | 4 | -2 | -0.1 | -12
CCOc1ccc(-c2nn[nH]n2)cc1OCC | -13 | -14 | -2 | 17 | -28 | 2.0 | -11 | 7 | 1 | 0.0 | 4
CCOC(=O)N1CCc2c(sc(NC(=O)C3COc4ccccc4O3)c2C(N)=O)C1 (stereo not given) | 31 | -13 | 2 | -38 | -48 | 0.6 | -4 | -38 | -21 | 0.0 | 2
c1ccc(COCC2CCNCC2)cc1 | -4 | -15 | 7 | 4 | 25 | -0.7 | -17 | 12 | 8 | 0.2 | 3
CCCC(NC(=O)Cc1c(C)c2c(cc(C)c3c(C)coc32)oc1=O)C(=O)O (stereo not given) | 15 | -7 | 0 | -33 | -21 | -0.6 | 4 | -7 | / | -0.1 | -3
CCCS(=O)(=O)NC(=O)C1(C)CCN(C(=O)c2cc3ccccc3s2)C1 (stereo not given) | 4 | 1 | / | 1 | -8 | -1.6 | -1 | 5 | / | 0.0 | 8

3 entries out of the list above, ordered by the value under CF NFkB block, largest number first.
Structure | CF NFkB block
CC(C)(C)n1nc2c(c1NC(=O)c1ccccc1)CS(=O)(=O)C2 | 4
CC(=O)C1C(=O)c2c(cccc2[N+](=O)[O-])C1=Nc1cccc(Cl)c1 (stereo not given) | 0
COCOCCn1cc(CN2CCS(=O)(=O)N(Cc3ccc(-c4ccc(F)nc4)cc3)C(C)C2=O)nn1 (stereo not given) | -17

(continued)
SMILES | TWEAK-Fn14 inh | Shn3 3UTR inh | NR2E3 ag-1 | Peg3 promoter | NR2E3 ag-2 | iPSC survival up | CF NFkB block | HIF-2a block | TRPM1 prom inh | aDG glyco up | KKLEB cytotox
COc1ccc(N=C2NC(=O)S/C2=C\c2ccc(N(C)C)cc2)cc1 | -4 | -17 | 1 | -248 | -112 | 0.0 | -6 | -180 | -20 | -0.5 | -2
O=C(c1ccc(CS(=O)Cc2cccc(Cl)c2)o1)N1CCN(C2CCCCC2)CC1 (stereo not given) | 2 | 0 | -2 | 19 | -13 | 0.0 | 11 | 13 | 1 | 0.0 | -8
COc1ccc(-c2[nH]ncc2CN2CCN(Cc3cccs3)CC2)cc1F | -33 | 6 | -2 | 9 | 5 | 0.2 | -23 | 14 | -1 | 0.1 | 2
Cc1cccc(-c2nc3ccccc3c(=O)n2NC(=O)c2cccs2)c1 | -25 | -9 | -2 | 3 | -16 | 1.3 | 4 | 13 | -4 | 0.1 | 3
Cc1ccc(CN2CCN(/N=C/c3ccc(C(F)(F)F)cc3)CC2)cc1 | 4 | 19 | -1 | 16 | 14 | -0.2 | 4 | 20 | 6 | -0.2 | 4
O=C(NCCc1ccccc1)c1cccc2c(-c3cccnc3)coc12 | 0 | -30 | / | -51 | -34 | -0.3 | 3 | -97 | / | 0.3 | 6
COCCn1c(SCc2ccc(Cl)cc2)nc2c1c(=O)[nH]c(=O)n2C | -25 | / | -2 | -8 | -17 | -0.2 | 6 | 22 | -13 | 0.0 | -7
Cc1cccc(NC(=O)C(=O)NCC2CCCN2S(=O)(=O)c2cccs2)c1 (stereo not given) | -19 | -16 | / | -47 | -69 | -1.4 | -4 | -100 | / | 0.1 | 1
CCCC(C(=O)NC1CCCCC1)N(Cc1ccco1)C(=O)CNS(=O)(=O)c1ccccc1 (stereo not given) | -10 | -10 | 1 | 16 | -49 | 2.4 | -4 | 10 | -6 | 0.1 | 7
CC(=O)Oc1cc2c(cc1Cl)C(c1cccs1)CC1(CC(C)(C)NC(=S)N1)O2 (stereo not given) | -1 | -56 | -1 | 3 | -11 | -0.1 | 9 | 18 | 4 | 0.6 | -2
CC(=O)Nc1ccc(S(=O)(=O)NCCC(=O)OCC(=O)c2ccc(Br)cc2)cc1 | -7 | -18 | 1 | 7 | 4 | 0.2 | 1 | 7 | -4 | -0.3 | 8
COc1cccc(/C(O)=C2/C(=O)C(=O)N(c3cc(C)on3)C2c2cccs2)c1 (stereo not given) | -10 | -6 | 5 | -13 | 12 | 3.4 | 33 | -75 | 7 | -0.2 | -12
N#C/C(=C\C1CC2C=CC1C2)c1nc2ccccc2[nH]1 (stereo not given) | 34 | -6 | -5 | -45 | -37 | -0.8 | -5 | -82 | 5 | -0.1 | -7
CN1C(C)(C)CCCC1(C)C | 8 | -4 | 1 | 7 | -7 | 0.0 | 9 | -1 | 17 | -0.3 | 15
Cc1ccccc1-n1c(=O)c(C#N)cc2c(=O)n3ccccc3nc21 | -13 | 8 | 2 | -2 | -34 | -2.1 | 6 | 16 | 7 | -0.1 | -3
Cc1ccc(C(=O)OCC(=O)NCc2ccc3c(c2)OCO3)s1 | -6 | 1 | -1 | 1 | -10 | 3.4 | 3 | 9 | 4 | -0.1 | 1
C[C@@H](c1ccccc1)N1C[C@H](COCc2ccccc2)Oc2cc(N3CC[C@@H](N(C)C)C3)ccc2S1(=O)=O | 13 | / | / | / | -1 | -1.1 | / | -5 | / | 0.6 | /
C=C(C)COc1ccc(-c2[nH]ncc2-c2ccc(OC)c(OC)c2)c(O)c1 | 43 | 53 | 2 | 39 | -71 | -6.1 | 26 | 21 | 28 | 0.5 | -8
COC(=O)N/N=C/c1cccc([N+](=O)[O-])c1 | 2 | 3 | 1 | 0 | -24 | -0.2 | -20 | -6 | -5 | 0.0 | 8
CC(=O)c1cccc(NC(=O)COC(=O)c2cccs2)c1 | -13 | -1 | -1 | -91 | -12 | 2.0 | 4 | -40 | -12 | 0.0 | 7
N/C(Cn1nnc(-c2ccccc2)n1)=N\O | -3 | 3 | 1 | -1 | -3 | 2.8 | 9 | -3 | 1 | -0.1 | 6
O=C(NCCSCc1ccco1)Nc1cccc(Cl)c1 | -10 | 17 | 2 | -182 | -70 | 1.4 | 3 | -213 | -27 | 0.4 | -6
Cc1[nH]c2ccccc2c1C(=O)C(=O)NC1CC1 | -23 | 1 | 5 | 16 | 12 | -0.1 | -11 | 1 | 1 | 0.5 | -8
O=C(NCCS(=O)(=O)N1CCN(Cc2ccccc2)CC1)c1ccccc1 | -2 | -5 | -2 | 10 | 10 | -0.3 | 3 | 7 | 1 | 0.2 | 6
Cc1ccnc(NC(=O)C2CCN(S(=O)(=O)c3c(C)c(C)cc(C)c3C)CC2)c1 | 26 | -2 | 2 | 44 | 81* | -0.3 | 2 | 0 | 10 | -0.5 | -7
Cc1cccc(OCCCC(=O)NC(C)c2ccccc2)c1 (stereo not given) | -1 | 8 | 1 | 14 | 1 | -0.3 | 6 | 9 | -2 | 0.4 | -12
N#Cc1nnn2c1nc(N)c1c(Cl)cccc12 | -18 | -4 | / | 38 | -29 | -0.3 | -30 | -1 | / | 0.1 | -9
NC(=O)c1nn(-c2ccccc2)nc1N | 13 | -7 | 7 | -6 | -20 | 0.6 | -6 | -13 | -7 | 0.1 | 3
